# ER stress surv: protection against thapsigargin ER stress killing – CSM14.1 cells, ATP luminescence, primary screen; CSM14.1 thapsigargin ER stress survival; relative survival (cellular ATP), % at 15 µg/mL (by protocol); actives 0.33% (n = 48,000); AID 1010, 2008;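 active means survival measured by cellular ATP above 50% at 15 µg/ml in the first screen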;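 further: cell death triggered by about 15 µM thapsigargin; ATP read 24 h after thapsigargin was added; plate controls were thapsigargin with DMSO for no effect and DMSO without thapsigargin for full effect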
# The depositor's hits bear a star. Not all compounds are listed; count on the stated rates, not on these rows.
SMILES,ER stress surv
CC12CC3CC(C)(C1)CC(N)(C3)C2,-8.6
